Assay outcomes: PubChem, several laboratories
PolyA inhibitor: polyadenylation inhibitors in yeast reporter cells, primary screen, luminescence, S. cerevisiae | S. cerevisiae SKY197-pL101 polyadenylation reporter, beta-gal luminescence; efflux-impaired pdr1/pdr3 knockout yeast; score 100 = 6 SD above DMSO | calls only at 12 µM | 0.02% of 300,000 active;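 active = lowest replicate activity score at least 50, where 100 means six control SD above control mean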;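 note: yeast exposed to compound for 9 h at 30 °C; higher score means more reporter readthrough which indicates perturbed polyadenylation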
Dyrk1A ADPGlo: rat Dyrk1A kinase inhibitors, primary screen, biochemical, single point, plate reader; ADP-Glo luminescence, NFATc1 peptide; 0.43% of 310,000 active; inhibition, % at 12.5 µM; in the data active = inhibition above about 50%;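 note: plate controls were vehicle with enzyme for no effect and no enzyme for full effect; many of its hits are not listed in these tables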
HDAC3 inhib: HDAC3 deacetylase inhibitors, primary screen, biochemical, fluorescence, cell-free homogeneous | recombinant HDAC3, fluorogenic peptide/trypsin coupled | inhibition, % at 8.3 µM | 0.15% of 320,000 active; in the data active = inhibition above about 26%, passing the limit was not always enough
Target sequence (O15379 whole entry, looked up): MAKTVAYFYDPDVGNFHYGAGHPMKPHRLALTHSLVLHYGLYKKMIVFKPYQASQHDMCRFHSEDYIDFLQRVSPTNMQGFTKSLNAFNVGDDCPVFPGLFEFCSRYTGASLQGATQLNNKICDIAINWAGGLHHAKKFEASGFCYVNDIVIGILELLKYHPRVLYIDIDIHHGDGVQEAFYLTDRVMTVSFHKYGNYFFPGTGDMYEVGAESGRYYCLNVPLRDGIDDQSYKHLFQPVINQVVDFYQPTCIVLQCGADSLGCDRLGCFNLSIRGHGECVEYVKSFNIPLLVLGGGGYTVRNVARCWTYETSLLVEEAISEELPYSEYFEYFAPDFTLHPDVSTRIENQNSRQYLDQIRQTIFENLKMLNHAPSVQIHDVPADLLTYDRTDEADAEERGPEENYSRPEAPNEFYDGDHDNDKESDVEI
GSK3beta inhib: human GSK3beta kinase inhibitors, primary screen, biochemical, cell-free homogeneous, HTS; Glycogen synthase kinase-3 beta (Homo sapiens), P49841; GST-GSK3beta kinase, ADP-Glo luminescence, 60 min; stronger effect = lower value; 0.038% of 300,000 active; AID 2097, 2009; activity score (negative = inhibition), % at 10 µM;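 active = more than half of replicate wells score below -50%, meaning over 50% inhibition versus plate controls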;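 note: 0% = median DMSO wells and -100% = median GW8510 positive control wells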
Target sequence (P49841 whole entry, looked up): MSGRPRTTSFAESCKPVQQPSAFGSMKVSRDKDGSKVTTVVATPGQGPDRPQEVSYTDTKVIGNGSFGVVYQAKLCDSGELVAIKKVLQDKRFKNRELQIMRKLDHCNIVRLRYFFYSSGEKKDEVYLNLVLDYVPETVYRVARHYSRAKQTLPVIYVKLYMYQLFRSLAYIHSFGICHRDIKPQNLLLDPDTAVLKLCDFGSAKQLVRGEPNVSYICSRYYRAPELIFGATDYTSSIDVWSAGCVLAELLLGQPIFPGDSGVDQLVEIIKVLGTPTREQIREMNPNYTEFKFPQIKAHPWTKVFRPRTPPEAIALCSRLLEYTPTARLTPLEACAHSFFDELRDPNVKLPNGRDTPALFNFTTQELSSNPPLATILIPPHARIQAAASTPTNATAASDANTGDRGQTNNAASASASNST
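Test system: GST-tagged human GSK3beta kinase, cell-free; evaluation: activity score scaled between in-plate DMSO and GW8510 controls; measured by: ADP-Glo luminescence; incubation: 60 min reaction, RT; benchmarks: DMSO and 20 µM GW8510; reagent: peptide substrate plus 25 µM ATP (final); medium: Tris/MgCl2 kinase buffer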
GSK3 alpha inh: blockers of GSK3A enzyme activity – biochemical, luminescence, cell-free homogeneous, HTS, primary screen | 0.1% of 320,000 active | GSK-3 alpha kinase, ADP-Glo luminescence, 60 min | inhibition, % at 10 µM | AID 2650, 2010 | Glycogen synthase kinase-3 alpha (Homo sapiens), P49840;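 in the data active = inhibition above about 50%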;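 note: GST-tagged GSK-3 alpha with peptide substrate and 25 µM ATP; 0% = DMSO neutral wells and 100% = GW8510 positive control wells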
HSF1 activator: HSF-1 activators, primary screen, NIH3T3-HGL cells, MG132 stress, luminescence, single point. NIH3T3-HGL HSF-1 luciferase reporter, 8 h; 100% = twice DMSO control signal. activation, % at 9 µM. 1.7% of 300,000 active. AID 504408, 2011;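 active = mean replicate activation of at least 50% with a set share of replicates each reaching 50%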;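 note: 0% = median of the neutral control wells and 100% = twice that signal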
HSF1 inhib: HSF1 inhibitors in luciferase reporter cells, primary screen, cell-based, NIH3T3, luminescence | NIH3T3-HGL HSE-luciferase, MG132-induced, luminescence 8 h; stronger effect = lower value | activity change, negative = inhibition, % at 7.5 µM (by protocol) | 0.77% of 300,000 active | AID 2098, 2009;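 active = more than half of replicate wells show activity change below -50%, luminescence cut by over half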;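 note: luciferase reports HSF-1 transcriptional activity via heat shock element; 0% = median of DMSO wells and -100% = zero luminescence signal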
HSP90 inh: HSP90 inhibitors, primary screen, cell lysate, luminescence | Heat shock protein HSP 90 (rabbit reticulocyte lysate; luciferase refolding) | Rabbit reticulocyte lysate, luciferase refolding luminescence, 3 h | inhibition, % at 5.6 µM | 0.91% of 290,000 active | AID 1789, 2009;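 active = inhibition above the screen-wide mean plus 3 SD, computed separately per campaign, cut at about 16% in these data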;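 note: 0% = DMSO wells and 100% = 60 µM geldanamycin wells; inhibitors lower the luminescence because luciferase stays unfolded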
AI-2 QS mod: Vibrio harveyi AI-2 quorum sensing modulators, primary screen, JMH597 strain, luminescence/OD600 ratio; Vibrio harveyi JMH597 AI-2 luminescence/OD600 ratio, 9 h; stronger effect = lower value; strain lacks LuxN and CqsS sensors; 0 = neutral-control median; activity change, % at 7.5 µM; 0.4% of 300,000 active; AID 2094, 2009; in the data active = activity change below about -75%, passing the limit was not always enough;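 note: luminescence divided by OD600 gain over 9 h not by final OD600 alone; inactives centre near 13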
Platelet DG rel: inhibitors of platelet dense granule secretion, primary screen, cell-based, MLPCN, human platelets | human platelet-rich plasma, SFLLRN dense granule ATP release, luminescence | inhibition, %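 (compounds screened at 7.5 µM in platelet-rich plasma)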 | 0.22% of 300,000 active;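 active = mean replicate score, as percent of positive control, at or above 50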
An asterisk follows results filed as active. An excerpt; rates above refer to the full screens.

O=C1c2cccnc2C(=O)N1Cc1ccc(S(=O)(=O)NCc2ccco2)s1 was read as PolyA inhibitor inactive, Dyrk1A ADPGlo -1, HDAC3 inhib 0, GSK3beta inhib 2, GSK3 alpha inh -17, HSF1 activator -12, HSF1 inhib -3, HSP90 inh -2, AI-2 QS mod 13 and Platelet DG rel 2.
O=C(O)c1ccccc1SSc1ccccc1C(=O)O was read as PolyA inhibitor inactive, Dyrk1A ADPGlo -3, HDAC3 inhib -5, GSK3beta inhib 2, GSK3 alpha inh -34, HSF1 activator -3, HSF1 inhib 1, HSP90 inh -1, AI-2 QS mod 23 and Platelet DG rel 0.
Screening O=C(COC(=O)c1cc(S(=O)(=O)N2CCCCC2)ccc1N1CCOCC1)NC1CCCCC1 returned PolyA inhibitor inactive, Dyrk1A ADPGlo -6, HDAC3 inhib -5, GSK3beta inhib -6, GSK3 alpha inh -2, HSF1 activator -10, HSF1 inhib 2, HSP90 inh -1, AI-2 QS mod 22 and Platelet DG rel 7.
CCn1nnc2cc(C(=O)NCC(c3ccccc3OC)N(C)C)ccc21 (stereo not drawn) was read as PolyA inhibitor inactive, Dyrk1A ADPGlo -7, HDAC3 inhib 5, GSK3beta inhib -2, GSK3 alpha inh 1, HSF1 activator 2, HSF1 inhib 6, HSP90 inh 6, AI-2 QS mod 16 and Platelet DG rel 3.
Screening COc1ccccc1CCN1CCCC(CN(C)CC(C)(C)CO)C1 (stereo not drawn) returned PolyA inhibitor inactive, Dyrk1A ADPGlo 2, HDAC3 inhib -3, GSK3beta inhib -3, GSK3 alpha inh -3, HSF1 activator 1, HSF1 inhib -1, HSP90 inh -2, AI-2 QS mod 20 and Platelet DG rel 1.
CC/C=C/C(=O)N1CC2(CC(c3cccc(NC(=O)c4ccccc4)c3)=NO2)C[C@@H]1C(N)=O (stereo partly drawn) was read as PolyA inhibitor inactive, HDAC3 inhib 1, GSK3beta inhib 1, GSK3 alpha inh -1, HSF1 activator 2, HSF1 inhib -4, HSP90 inh -2, AI-2 QS mod 1 and Platelet DG rel 1.
For CC(=O)n1cc(/C=N/NC(N)=S)c2ccccc21 the results were PolyA inhibitor inactive, Dyrk1A ADPGlo 20, HDAC3 inhib -4, GSK3beta inhib 2, HSF1 activator 5, HSF1 inhib 6, HSP90 inh 3, AI-2 QS mod 18 and Platelet DG rel 0.
CN(Cc1nc2ccccc2c(=O)[nH]1)c1ccccc1 was read as PolyA inhibitor inactive, Dyrk1A ADPGlo 0, HDAC3 inhib 3, GSK3beta inhib 3, GSK3 alpha inh -1, HSF1 activator 35, HSF1 inhib 17, HSP90 inh 6, AI-2 QS mod 14 and Platelet DG rel 7.
Cn1cnc2c(cnn2-c2ccccc2)c1=O was read as PolyA inhibitor inactive, Dyrk1A ADPGlo 3, HDAC3 inhib -3, GSK3beta inhib -6, GSK3 alpha inh -1, HSF1 activator 1, HSF1 inhib -5, HSP90 inh 2, AI-2 QS mod 9 and Platelet DG rel -9.
For Cn1c(CCc2ccccc2)nnc1SCC(=O)N1CCOCC1 the results were PolyA inhibitor inactive, Dyrk1A ADPGlo -12, HDAC3 inhib 4, GSK3beta inhib -3, GSK3 alpha inh 0, HSF1 activator 31, HSF1 inhib -4, HSP90 inh 0, AI-2 QS mod 13 and Platelet DG rel 1.

Of the compounds above, these have a carbonyl joined to an NH by a bond outside any ring:
Screening O=C(COC(=O)c1cc(S(=O)(=O)N2CCCCC2)ccc1N1CCOCC1)NC1CCCCC1 returned PolyA inhibitor inactive, Dyrk1A ADPGlo -6, HDAC3 inhib -5, GSK3beta inhib -6, GSK3 alpha inh -2, HSF1 activator -10, HSF1 inhib 2, HSP90 inh -1, AI-2 QS mod 22 and Platelet DG rel 7.
CCn1nnc2cc(C(=O)NCC(c3ccccc3OC)N(C)C)ccc21 (stereo not drawn) was read as PolyA inhibitor inactive, Dyrk1A ADPGlo -7, HDAC3 inhib 5, GSK3beta inhib -2, GSK3 alpha inh 1, HSF1 activator 2, HSF1 inhib 6, HSP90 inh 6, AI-2 QS mod 16 and Platelet DG rel 3.
CC/C=C/C(=O)N1CC2(CC(c3cccc(NC(=O)c4ccccc4)c3)=NO2)C[C@@H]1C(N)=O (stereo partly drawn) was read as PolyA inhibitor inactive, HDAC3 inhib 1, GSK3beta inhib 1, GSK3 alpha inh -1, HSF1 activator 2, HSF1 inhib -4, HSP90 inh -2, AI-2 QS mod 1 and Platelet DG rel 1.

(list continues)
CC(=O)N1CCc2cc(S(=O)(=O)CCC(=O)Nc3ccc4c(c3)OCCO4)ccc21 was read as PolyA inhibitor inactive, Dyrk1A ADPGlo -7, HDAC3 inhib 2, GSK3beta inhib 1, GSK3 alpha inh 1, HSF1 activator -3, HSF1 inhib -3, HSP90 inh 0, AI-2 QS mod 25 and Platelet DG rel -1.
`C=CC[n+]1cccc(-c2cc3ccc(C)cc3[nH]2)c1` gave PolyA inhibitor inactive, Dyrk1A ADPGlo 9, HDAC3 inhib 4, GSK3beta inhib 2, GSK3 alpha inh 1, HSF1 activator 0, HSF1 inhib 4, HSP90 inh -1, AI-2 QS mod 8 and Platelet DG rel 4.
CN(C)CCCNC(CC(=O)Nc1cccc([N+](=O)[O-])c1)C(=O)O (stereo not drawn) was read as PolyA inhibitor inactive, Dyrk1A ADPGlo 0, HDAC3 inhib 7, GSK3beta inhib 1, GSK3 alpha inh 3, HSF1 activator 2, HSF1 inhib 0, HSP90 inh -3, AI-2 QS mod 28 and Platelet DG rel -6.
Screening O=c1nc2ccccc2c2n1CC(CN1CCN(c3ccc(F)cc3)CC1)N2 (stereo not drawn) returned PolyA inhibitor inactive, Dyrk1A ADPGlo 7, HDAC3 inhib 0, GSK3beta inhib -4, GSK3 alpha inh 2, HSF1 activator 20, HSF1 inhib 5, HSP90 inh 0, AI-2 QS mod 15 and Platelet DG rel -11.
`CCCn1c(=O)c2[nH]cnc2n(-c2ccc(Cl)cc2)c1=O` gave PolyA inhibitor inactive, Dyrk1A ADPGlo -9, HDAC3 inhib -4, GSK3beta inhib 0, GSK3 alpha inh 2, HSF1 activator -8, HSF1 inhib -11, HSP90 inh -3, AI-2 QS mod 17 and Platelet DG rel 4.
`COC(=O)c1[nH]c2c(c1C)C(=O)CC(c1cccc(OC)c1)C2` (stereo not drawn) gave PolyA inhibitor inactive, Dyrk1A ADPGlo 0, HDAC3 inhib -3, GSK3beta inhib 3, GSK3 alpha inh -1, HSF1 activator 15, HSF1 inhib -7, HSP90 inh -1, AI-2 QS mod 6 and Platelet DG rel -1.
Screening O=C(O)c1cc(S(=O)(=O)N(Cc2ccccc2)c2cccc(C(F)(F)F)c2)ccc1Cl returned PolyA inhibitor inactive, Dyrk1A ADPGlo 0, HDAC3 inhib -6, GSK3beta inhib 9, GSK3 alpha inh -10, HSF1 activator 7, HSF1 inhib -8, HSP90 inh 0, AI-2 QS mod 11 and Platelet DG rel -3.
`COc1ccc(/C=C/c2c(-c3cccc(C)c3)oc3ccc(N4CCOCC4)cc23)cc1` gave PolyA inhibitor inactive, Dyrk1A ADPGlo 2, HDAC3 inhib -2, GSK3beta inhib -2, GSK3 alpha inh 1, HSF1 activator -9, HSF1 inhib -1, AI-2 QS mod 22 and Platelet DG rel 3.
c1ccc(Cn2nnnc2C(c2ccccn2)N2CCOCC2)cc1 (stereo not drawn) was read as PolyA inhibitor inactive, Dyrk1A ADPGlo 2, HDAC3 inhib 15, GSK3beta inhib 1, GSK3 alpha inh -4, HSF1 activator 0, HSF1 inhib -3, HSP90 inh 1, AI-2 QS mod 14 and Platelet DG rel -5.
For COc1cc(OC)cc(C(=O)NC2CCN(Cc3nnnn3Cc3cccs3)CC2)c1 the results were PolyA inhibitor inactive, Dyrk1A ADPGlo -6, HDAC3 inhib 2, GSK3beta inhib 3, GSK3 alpha inh 3, HSF1 activator 21, HSF1 inhib -1, HSP90 inh 1, AI-2 QS mod 0 and Platelet DG rel -6.
COc1ccc2ccccc2c1C1CC(=O)N2CN(C)CSC2=C1C#N (stereo not drawn) was read as PolyA inhibitor inactive, Dyrk1A ADPGlo -1, HDAC3 inhib 10, GSK3beta inhib 1, GSK3 alpha inh 4, HSF1 activator 14, HSF1 inhib 6, HSP90 inh -1, AI-2 QS mod 9 and Platelet DG rel -5.
Cn1c(Cn2cnc([N+](=O)[O-])n2)nnc1SCC(=O)Nc1ccccc1 was read as PolyA inhibitor inactive, Dyrk1A ADPGlo 1, HDAC3 inhib -1, GSK3beta inhib 1, GSK3 alpha inh 0, HSF1 activator -9, HSF1 inhib -2, HSP90 inh -3, AI-2 QS mod 25 and Platelet DG rel -2.
COc1ccc(C(CNC(=O)c2oc3ccc(Br)cc3c2C)N2CCCCC2)cc1 (stereo not drawn) was read as PolyA inhibitor inactive, Dyrk1A ADPGlo 4, HDAC3 inhib -5, GSK3beta inhib -2, GSK3 alpha inh -3, HSF1 activator 9, HSF1 inhib 6, HSP90 inh -2, AI-2 QS mod 10 and Platelet DG rel -1.
`O=C(Nc1ccc(-c2cnco2)cc1)c1ccccc1` gave PolyA inhibitor inactive, Dyrk1A ADPGlo 8, HDAC3 inhib -1, GSK3beta inhib -4, GSK3 alpha inh -1, HSF1 activator 13, HSF1 inhib 15, HSP90 inh -3, AI-2 QS mod -7 and Platelet DG rel -7.
For Oc1ccc(Nc2nc(Cl)nc(NCc3ccco3)n2)cc1 the results were PolyA inhibitor inactive, Dyrk1A ADPGlo -1, HDAC3 inhib 0, GSK3beta inhib -1, GSK3 alpha inh -3, HSF1 activator -3, HSF1 inhib 5, HSP90 inh -2, AI-2 QS mod 2 and Platelet DG rel 8.
